All columns: NCI-60 one-dose screen, growth in % after 48 h at 10 µM unless noted; 100 = growth as untreated, 0 = no growth, -100 = all killed.
U251: U251 CNS tumor cells; 80,000 compounds, 5.4% hits; AID 1794753
SF-539: SF-539 CNS cancer; AID 1794752; 81,000 compounds, 6.8% hits
SNB-19: SNB-19 CNS cancer cells; AID 1794751; 81,000 compounds, 2.5% hits
SNB-75: SNB-75 CNS cancer. 79,000 compounds, 5% hits
HCC-2998: HCC-2998 colon cancer. 79,000 compounds, 4.7% hits
KM12: KM12 colon cancer cells | AID 1794800 | 82,000 compounds, 5% hits
SF-268: SF-268 CNS cancer cells | 82,000 compounds, 3.1% hits
SF-295: SF-295 CNS cancer cells; 79,000 compounds, 5.6% hits
HCT-116: HCT-116 colon cancer | AID 1794798 | 82,000 compounds, 7.3% hits
Active calls of the source: *; · = not tested or not shown; & = joins results of further samples; [ ] = dose if it differs, or a comment. Rule for the calls: active = growth percent below 10; inactive = the rest.

entry | structure | U251 | SF-539 | SNB-19 | SNB-75 | HCC-2998
1 | O=[N+]([O-])c1ccccc1N(S(=O)(=O)c1ccccc1)S(=O)(=O)c1ccccc1 | 87.8&91.5 | 103.9&116.7 | 98.6&107.0 | 96.2 | 106.2&101.0
2 | NNc1cc2c(nn1)CCN(C(=O)c1ccccc1)C2 | 97.8 | 104.9 | 85.6 | 95.9 | 121.0
3 | O=C(CC(c1ccccc1)c1ccccc1)CC(c1ccccc1)c1ccccc1 | 78.0 | 127.5 | 85.8 | 94.3 | 88.9
4 | O=C(Oc1ccc(-c2ccc(Br)cc2)cc1)c1ccco1 | 104.7 | 98.5 | 91.6 | 107.9 | 96.0
5 | Nc1nc(-c2ccccc2)c(N=Nc2cccc([N+](=O)[O-])c2)s1 | 49.1 | 37.1 | 43.5 | 103.5 | 84.2
6 | C[n+]1ccccc1C=O | · | 106.8 | 103.6 | 77.6 | 113.5
7 | CN[C@]12CC3(C=CC(=O)C=C3)O[C@@]1(Cc1ccc(OC)cc1)N(C)C(=O)N2 | 10.9 | 12.2 | 64.4 | 37.8 | 32.7
8 | COc1ccc(-c2c(C#N)c(-c3ccco3)nc3c2c(-c2ccccc2)nn3-c2ccccc2)cc1 | 100.1 | 97.0 | 97.8 | 98.3 | 108.7
9 | Nc1c(C(=O)O)cc(Cl)cc1S(=O)(=O)O | 102.7 | 98.4 | 101.0 | 88.8 | 106.2
10 | Clc1ccc(Nc2nc(Nc3ccccc3)nc(Nc3ccc(-c4cc(-c5ccccc5)on4)cc3)n2)cc1 | 67.2 | 84.3 | 76.7 | 37.3 | 91.1
11 | COc1ccc(-c2[nH]c(=S)n(C(CC3(C)NCC(=O)N3n3c(-c4ccccc4)cc(C)nc3=S)c3ccc(OC)cc3)c(=O)c2Br)cc1 (centres undefined) | 55.8 | 58.4 | 55.6 | 3.9* | 61.2
12 | Brc1ccc(-c2cc(-c3ccccn3)[nH]n2)cc1 | 92.3 | 108.5 | 99.7 | 102.2 | 91.9

entry | KM12 | SF-268 | SF-295 | HCT-116
1 | 92.0&96.1 | 95.2&96.3 | 77.6&108.0 | 91.4&110.4
2 | 109.3 | 96.6 | 103.4 | 110.8
3 | 93.8 | 96.0 | 83.6 | 69.8
4 | 100.8 | 98.1 | 116.8 | 101.3
5 | 85.9 | 68.7 | 86.4 | 75.6
6 | 105.8 | 106.4 | 105.2 | 101.7
7 | 9.7* | 66.4 | 103.1 | -35.2*
8 | 104.6 | 103.1 | 97.0 | 93.1
9 | 98.9 | 100.4 | · | 104.1
10 | 61.9 | 79.3 | 65.4 | 65.9
11 | 37.0 | 75.6 | 61.9 | 21.8
12 | 73.2 | 113.6 | 102.5 | 100.5

Continued.
entry | structure | U251 | SF-539 | SNB-19 | SNB-75 | HCC-2998
13 | COc1cc2cncc(Cc3ccccc3)c2cc1O | 96.9 | 109.4 | 101.1 | 100.7 | 107.1
14 | COc1ccccc1/C=C/C=N/N1C(=O)NC2C1N(C)C(=S)N2C (centres undefined) | 99.2 | 86.8 | 89.1 | 63.7 | 105.6
15 | O=C1C(Br)=C(Br)C(=O)c2c1nc1n2CCCC1 | · | 101.7 | 101.5 | 114.4 | 76.2
16 | Cc1ccc(C(C)C)cc1NC(=O)c1ccccc1N(C)C | 87.6 | 96.9 | 93.0 | 112.0 | 96.7
17 | NCCCNc1nc2ccccc2c2c(=O)c3cc(F)ccc3sc12 | -56.1* | 55.2 | 44.4 | 25.0 | -68.8*
18 | COc1cccc2c(=O)c3c(sc12)c(N1CCN(C(=O)OC(C)(C)C)CC1)nc1ccccc13 | 103.6 | 92.6 | 94.2 | 27.8 | 97.0
19 | C=C(C)[C@@H]1CC[C@]2(C(=O)OC)CC[C@]3(C)[C@H](CC[C@@H]4[C@@]5(C)C/C(=C/NC(N)=S)C(=O)C(C)(C)[C@@H]5CC[C@]43C)[C@@H]12 | 90.7 | 85.6 | 97.1 | 117.7 | 99.4
20 | Cc1cccc(C(=O)C(O)c2cccc(C)n2)n1 (centres undefined) | 102.0 | 102.8 | 102.8 | 86.4 | 99.0
21 | CN1C(=O)[C@H]2c3c(cccc31)[C@H]1[C@@H](OC(N)=O)[C@H](CCC1(C)C)C2(C)C | 101.9 | 102.6 | 100.3 | 92.6 | 101.4
22 | CC(=O)C1=C(C)NC(SCc2nnc(-c3ccc(Cl)cc3)o2)=NC1c1ccc(Cl)cc1 (centres undefined) | 85.2 | 97.1 | 83.4 | 71.9 | 104.9
23 | COc1cc(Cn2c(SCCC(=O)Nc3ccc(S(N)(=O)=O)cc3)nc3ccccc3c2=O)cc(OC)c1OC | 98.0 | 99.2 | 84.0 | 64.9 | 109.8
24 | O=c1cc(/C(=C2/C=CC=N2)c2ccc[nH]2)c2cc(Cl)ccc2o1 | 14.4 | 16.1 | 25.7 | 24.6 | 89.7

entry | KM12 | SF-268 | SF-295 | HCT-116
13 | 109.2 | 104.5 | 116.7 | 109.8
14 | 95.9 | 90.4 | 97.2 | 99.1
15 | 93.3 | 87.9 | 100.1 | 93.8
16 | 86.7 | 95.8 | 83.8 | 68.3
17 | -73.7* | 34.3 | 85.9 | -78.2*
18 | 99.3 | 93.9 | 96.0 | 101.8
19 | 82.6 | 95.8 | 99.4 | 74.4
20 | 108.5 | 110.5 | 110.3 | 95.7
21 | 103.4 | 97.7 | 100.0 | 106.5
22 | 101.3 | 105.7 | 100.4 | 84.3
23 | 100.2 | 95.9 | 93.5 | 76.8
24 | 38.9 | 56.4 | 13.9 | 44.2

Filtered by structure, the compounds so far containing two or more sulfur atoms.
entry | structure | U251 | SF-539 | SNB-19 | SNB-75 | HCC-2998
1 | O=[N+]([O-])c1ccccc1N(S(=O)(=O)c1ccccc1)S(=O)(=O)c1ccccc1 | 87.8&91.5 | 103.9&116.7 | 98.6&107.0 | 96.2 | 106.2&101.0
11 | COc1ccc(-c2[nH]c(=S)n(C(CC3(C)NCC(=O)N3n3c(-c4ccccc4)cc(C)nc3=S)c3ccc(OC)cc3)c(=O)c2Br)cc1 (centres undefined) | 55.8 | 58.4 | 55.6 | 3.9* | 61.2
23 | COc1cc(Cn2c(SCCC(=O)Nc3ccc(S(N)(=O)=O)cc3)nc3ccccc3c2=O)cc(OC)c1OC | 98.0 | 99.2 | 84.0 | 64.9 | 109.8

entry | KM12 | SF-268 | SF-295 | HCT-116
1 | 92.0&96.1 | 95.2&96.3 | 77.6&108.0 | 91.4&110.4
11 | 37.0 | 75.6 | 61.9 | 21.8
23 | 100.2 | 95.9 | 93.5 | 76.8

Going on with the list:
entry | structure | U251 | SF-539 | SNB-19 | SNB-75 | HCC-2998
25 | CC1=C(C(=O)OCc2ccccc2)C(c2ccc3ccccc3c2)n2c(nc3ccccc32)N1 (centres undefined) | 58.4 | 50.0 | 62.7 | 12.8 | 98.1
26 | CCCCC[C@@H](O)c1ccccc1[C@@H]1O[C@@H](CCC(=O)OC)[C@H](O)[C@H]1O | 106.6 | 104.3 | 103.7 | 98.1 | 105.9
27 | N#Cc1cn(-c2cc(Cl)cc(Cl)c2)c(C(=O)c2ccccc2)c1N | 108.9 | 90.2 | 98.0 | 88.7 | 98.6
28 | CS(=O)(=O)OCc1ccc(COS(C)(=O)=O)cc1 | 89.5 | · | 101.7 | 87.5 | 109.2
29 | COc1ccc2cn3c4ccc(O)cc4[nH]c(=O)c3c2c1 | 5.0* | -9.1* | 19.7 | · | 19.3
30 | CC1(C)COC(c2ccc3c(c2)OCO3)OC1 | 96.9 | 94.0 | 99.8 | 92.8 | 117.1
31 | Nc1cc(Cc2ccccc2)ccc1O | 105.2 | 119.7 | 98.3 | 78.3 | 107.5
32 | Cn1cc(-c2ccc3c(c2)OCCO3)c(C(=O)NCc2ccc(Cl)cc2)n1 | 89.7 | 98.1 | 101.2 | 99.3 | 99.5
33 | CCCCC(O)CCCC | 98.9 | 107.3 | 104.9 | 94.4 | 96.8
34 | COc1cc2cc(Oc3ccc(NC(=O)Nc4cccc(C(F)(F)F)c4)cc3)c(C)nc2cc1OC | -85.7* | 11.7 | 31.4 | 13.0 | 25.4
35 | CCOC(=O)C(c1ccccc1)C(C(=O)OCC)c1ccc(OC)cc1 (centres undefined) | 91.0 | 93.8 | 101.7 | 85.6 | 97.3
36 | CN(CCn1ccnc1[N+](=O)[O-])c1ccc(/C=C/C(=O)c2ccccc2O)cc1 | 77.8 | 75.2 | 71.3 | 61.2 | 97.9

entry | KM12 | SF-268 | SF-295 | HCT-116
25 | 81.4 | 49.7 | 53.5 | 56.7
26 | 99.0 | 98.1 | 111.0 | 90.2
27 | 103.8 | 103.4 | 103.0 | 110.8
28 | 101.0 | 92.3 | 100.3 | 99.2
29 | 11.9 | 21.0 | 0.2* | 10.6
30 | 105.1 | 104.3 | 99.5 | 110.0
31 | 104.5 | 92.1 | 110.1 | 104.6
32 | 96.1 | 95.7 | 108.9 | 100.5
33 | 104.1 | 105.8 | · | 96.0
34 | -10.2* | 29.2 | -15.0* | 6.7*
35 | 94.5 | 96.8 | 93.8 | 81.4
36 | 75.4 | 82.5 | 62.8 | 80.3

(cont.)
entry | structure | U251 | SF-539 | SNB-19 | SNB-75 | HCC-2998
37 | Nc1nc(SCc2ccccc2[N+](=O)[O-])c2ncn(Cc3ccccc3)c2n1 | 91.4 | 101.6 | 86.3 | 90.8 | 84.6
38 | NCC1=C(c2ccccc2)Nc2ncc(-c3ccc(Br)cc3)n2C1O (centres undefined) | 98.4 | 98.1 | 98.9 | 70.2 | 97.9
39 | c1ccc(-c2ccc(-c3nc4sccn4c3NCCN3CCOCC3)cc2)cc1 | 72.4 | 92.6 | 90.6 | 77.2 | 99.3
40 | COc1cc(-c2nc(-c3ccccc3)[nH]c2-c2ccnc(NCCCNS(=O)(=O)c3ccccc3)n2)ccc1F | 81.1 | 80.5 | 99.2 | 108.4 | 107.3
41 | CCCc1cc2cc(-n3nc(C)c4c3CC(C)(C)CC4=O)cc(NC3CCC(O)CC3)c2c(=O)[nH]1 (centres undefined) | 25.6 | 37.8 | 40.0 | 49.4 | 24.7
42 | COc1ccc2sc3cc(Cl)ccc3c(=O)c2c1 | 105.2 | 93.0 | 86.9 | 62.7 | 101.6
43 | O=C1c2ccccc2C(=O)c2c(NCCN=Cc3ccccc3O)cccc21 | 60.5 | 62.0 | 65.3 | 68.4 | 30.9
44 | CCCCCCCCC(=O)OCCCC1CCCO1 (centres undefined) | 100.3 | 95.0 | 106.5 | 81.5 | 114.8
45 | OC1CCC(Cn2c(C(F)(F)F)cc3c(Cl)ncnc32)CC1 (centres undefined) | 11.6 | 75.6 | -88.6* | -71.6* | -94.0*
46 | O=C1CCCCCN1 | 98.4 | 98.8 | 98.6 | 93.1 | 107.5
47 | COc1ccc(/C=N/Nc2ccnc3cc(Cl)ccc23)cc1Cl | -90.7* | -90.4* | -79.2* | -88.5* | -39.9*
48 | O=C1CN(CCN2CC(=O)N(CN3CCOCC3)C(=O)C2)CC(=O)N1CN1CCOCC1 | 107.8 | 100.7 | 111.2 | 102.7 | 120.4

entry | KM12 | SF-268 | SF-295 | HCT-116
37 | 93.8 | 89.4 | 92.8 | 85.9
38 | 90.2 | 92.4 | 93.7 | 81.7
39 | 89.6 | 71.5 | 98.9 | 75.0
40 | 61.5 | 63.1 | 65.0 | 50.8
41 | 4.7* | 50.2 | -35.6* | 11.3
42 | 101.7 | 81.2 | 94.2 | 93.8
43 | 48.7 | 51.2 | 2.5* | 15.4
44 | 108.0 | 110.1 | 94.1 | 105.6
45 | 86.5 | -36.4* | 75.6 | 1.6*
46 | 99.5 | 119.5 | 109.3 | 104.9
47 | -88.6* | -64.7* | -53.1* | -89.4*
48 | 109.6 | 98.8 | 129.7 | 97.2

Following part.
entry | structure | U251 | SF-539 | SNB-19 | SNB-75 | HCC-2998
49 | C=C1CCOC12c1cccc(OC)c1-c1cc(OC)c(OC)c(OC)c12 (centres undefined) | 102.3 | 95.2 | 104.9 | 97.4 | 100.4
50 | O=C(/C=C1\C=CN(CCCCCCO)c2ccccc21)n1ccc2ccccc21 | 94.1 | 97.6 | 99.5 | 113.2 | 117.6
51 | Cc1ccc(NC(=O)Nc2ccc(Nc3ncnc4sc5c(c34)CCNC5)cc2)cc1Cl | 91.9 | 91.3 | 93.9 | 75.2 | 106.1
52 | C[C@H]1[C@H](C)CC[C@]2(C(=O)N3CCN(C)CC3)CC[C@]3(C)C(=CC[C@@H]4[C@@]5(C)C/C(=C/c6ccco6)C(=O)C(C)(C)[C@@H]5CC[C@]43C)[C@H]12 | 17.4[100 µM] | 46.2[100 µM] | 47.7[100 µM] | 62.3[100 µM] | 38.2[100 µM]
53 | O=c1c2ccccc2[nH]n1Cc1ccc2c(c1)OCO2 | 96.2 | 98.1 | 97.0 | 101.4 | 106.4
54 | CC/C(C)=N/Nc1nc(C)cc(=O)[nH]1 | 116.2 | 101.8 | 105.7 | 96.4 | 106.0
55 | O=C1c2ccccc2C23C(=C(Br)c4ccccc42)CCCN13 (centres undefined) | 102.1 | 103.2 | 99.6 | 96.8 | 107.8
56 | Cn1c2c(c(=O)n(C)c1=O)NC1(N2)C(=O)Nc2ccccc21 (centres undefined) | 103.0 | 93.3 | 99.7 | 87.9 | 103.1

entry | KM12 | SF-268 | SF-295 | HCT-116
49 | 99.3 | 100.4 | 95.1 | 102.7
50 | 97.6 | 96.4 | 97.8 | 96.7
51 | 87.5 | 81.0 | 95.3 | 84.0
52 | 35.7[100 µM] | 50.3[100 µM] | 29.8[100 µM] | 19.0[100 µM]
53 | 101.6 | 100.8 | 103.7 | 99.9
54 | 111.1 | 113.5 | 100.4 | 110.6
55 | 106.1 | 108.1 | 96.1 | 109.1
56 | 98.0 | 100.6 | 95.0 | 99.9

Reformatted in transposed form: two of the compounds above
38) NCC1=C(c2ccccc2)Nc2ncc(-c3ccc(Br)cc3)n2C1O (centres undefined)
39) c1ccc(-c2ccc(-c3nc4sccn4c3NCCN3CCOCC3)cc2)cc1

screen / no.	38	39
U251	98.4	72.4
SF-539	98.1	92.6
SNB-19	98.9	90.6
SNB-75	70.2	77.2
HCC-2998	97.9	99.3
KM12	90.2	89.6
SF-268	92.4	71.5
SF-295	93.7	98.9
HCT-116	81.7	75.0
